Assay outcomes (PubChem)
CASP6 VEID inh: caspase-6 (human) enzyme inhibition; P55212; purified caspase-6, Z-VEID-R110 cleavage fluorescence; inhibition, % at 12.5 µM; hit rate 0.53% among 350,000; AID 686996;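 active = mean inhibition across replicates at least about 35%, with every replicate also reaching that limit, limit read from the data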;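 also: 0% = median of neutral control wells and 100% = no fluorescence left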
Xi reactivation: reactivates the inactive X chromosome in mouse fibroblasts; XiGFP mouse fibroblasts, % GFP-positive cells imaging, 3 d; cells co-treated with 5-aza-dC sensitizer; scaled so ellipticine positive control = 100%; activation, % at 7.58 µM; hit rate 0.055% among 360,000; AID 743238;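 active = mean normalized replicate activation at least 10% and every replicate at or above 10%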;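 also: 0% = median of on-plate neutral control wells and 100% = ellipticine 6 µM median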
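assay system = SV40-immortalized XiGFP fibroblast cells, line 68-5-11 | buffer or medium = DMEM plus 5-aza-dC sensitizer | doses = single-point pinned compound dosing | times = 3-day compound exposure, then 15 min fixation at room temperature | benchmarks = positive control ellipticine, 6 µM final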
E-sel inducer: E-selectin induction on HUVECs; P16581; HUVEC E-selectin immunofluorescence imaging; normalized: neutral wells 0, TNF-alpha wells 100; activation, % at 7.58 µM; hit rate 0.37% among 260,000;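 active = mean E-selectin-positive cell signal at least 10% of the positive control, reached in at least 60% of replicates, without over 20% cell loss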;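 also: in these data hits start at about 27%; measured in HUVEC primary endothelial cells; signal is the percent of cells scored E-selectin positive by PE staining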
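Test system: HUVEC | Signal: Immunofluorescence imaging | Read-out: Percent E-selectin-positive cells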
RAD52 anneal inh: inhibitors of human RAD52 DNA annealing; recombinant RAD52 DNA annealing, FRET fluorescence; inhibition, % at 18.7 µM; P43351; hit rate 0.46% among 360,000;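 active = every replicate showing at least 50% inhibition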
GSIS activator: GLuc luminescence reporter in INS-1E cells, primary screen for activators of glucose-dependent secretion of insulin | INS-1E GLuc reporter insulin secretion, 2-3 h | activation, % at 16.6 µM | hit rate 0.61% among 370,000 | AID 743287;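 active = lowest replicate activation of at least 40%, so every replicate reaches that level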;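 also: 0% = median of neutral control wells and 100% = median of IBMX positive control wells; some compounds called inactive have numbers as strong as hits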
DENV2 CPE: protects cells from dengue virus 2 cytopathic effect | DENV2-infected cells, cytopathic effect rescue, plate reader | CPE inhibition, % at 9.99 µM | hit rate 1.7% among 350,000 | AID 651640; in the data active = CPE inhibition above about 20%, passing the limit was not always enough; tested in BHK-21 cells;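 also: 0% = median of neutral control wells and 100% = median of positive control wells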
CFTR F508del cor: correctors of CFTR F508del function in bronchial epithelial cells; CFBE cells, YFP halide quenching; stimulated with forskolin plus potentiator P3; % fluorescence drop versus neutral controls; activity (quench increase), % at 7.58 µM; hit rate 0.36% among 350,000;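 active = mean added fluorescence quench of at least 8% versus neutral control, with both replicates also reaching 8%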;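 also: cells transiently co-express mutant CFTR-F508del with the halide-sensitive YFP; corrector assay measuring rescue of mutant channel to the surface after 24 h compound exposure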
RAD54 inh: RAD54 (human) branch migration inhibition | inhibition, % at 10.4 µM | Q92698 | hit rate 0.14% among 360,000 | RAD54 Holliday junction branch migration, FAM/BHQ fluorescence;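 active = mean normalized replicate activity at least 40 and at least half of replicates scoring 40 or more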;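 also: 0% = median of neutral control wells and 100% = median of positive control wells; inhibitors cause a drop in the FAM fluorescence signal; in these data hits start at about 50%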
Target sequence (Q92698 whole entry, looked up): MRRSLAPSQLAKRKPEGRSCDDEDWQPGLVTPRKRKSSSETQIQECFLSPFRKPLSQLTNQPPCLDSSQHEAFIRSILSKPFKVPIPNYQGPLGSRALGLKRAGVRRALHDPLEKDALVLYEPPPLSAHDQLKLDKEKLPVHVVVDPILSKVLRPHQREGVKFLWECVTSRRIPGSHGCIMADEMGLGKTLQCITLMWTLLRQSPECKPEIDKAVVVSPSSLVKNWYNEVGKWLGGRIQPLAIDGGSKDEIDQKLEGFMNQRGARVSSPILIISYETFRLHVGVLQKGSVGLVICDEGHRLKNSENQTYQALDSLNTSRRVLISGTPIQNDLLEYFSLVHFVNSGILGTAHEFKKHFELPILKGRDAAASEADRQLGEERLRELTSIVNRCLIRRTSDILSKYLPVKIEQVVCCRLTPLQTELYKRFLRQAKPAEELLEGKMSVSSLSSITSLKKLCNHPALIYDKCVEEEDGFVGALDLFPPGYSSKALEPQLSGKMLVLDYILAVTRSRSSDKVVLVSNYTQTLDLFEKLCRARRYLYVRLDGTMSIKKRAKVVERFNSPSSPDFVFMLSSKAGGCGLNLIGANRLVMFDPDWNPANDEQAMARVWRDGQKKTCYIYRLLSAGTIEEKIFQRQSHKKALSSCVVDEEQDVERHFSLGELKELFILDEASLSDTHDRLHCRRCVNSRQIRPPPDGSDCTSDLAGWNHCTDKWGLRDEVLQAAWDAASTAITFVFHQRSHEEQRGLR
An asterisk follows results filed as active; x = not tested or not shown; & = joins results of further samples.

Molecule	E-sel inducer	RAD52 anneal inh	RAD54 inh	DENV2 CPE	CFTR F508del cor	CASP6 VEID inh	Xi reactivation	GSIS activator
CC(=O)Nc1cccc(NC(=O)CSc2nnc(Cc3cccn3C)n2-c2ccc(F)cc2)c1	x	-7	7	-9	1.0	10	x	0
C/C(=N/NC(=O)c1cccc(N2CCCC2=O)c1)c1ccncc1	x	-1	x	-4	-0.5	-1	0.0	0
CCN1CCN(Cc2c(O)ccc3c2O/C(=C\C=C\c2ccccc2OC)C3=O)CC1	-0.3	x	-96	x	x	x	0.1	-10
COc1ccc(CCNC(=O)c2oc3ccc(OC)cc3c2C)cc1	-0.4	-13	4	-1	1.2	6	0.0	22
COc1ccc(NC(=O)N(C)C[C@@H]2OCCCC[C@H](C)Oc3ccc(NC(=O)Nc4ccc5c(c4)OCO5)cc3C(=O)N([C@H](C)CO)C[C@@H]2C)cc1	-0.1	11	-3	12	1.5	-1	-0.1	7
COc1cccc(C(=O)Nc2nc3ccc(S(C)(=O)=O)cc3s2)c1	x	-4	6	-5	4.8	0	0.0	22
COc1ccc2[nH]cc(CCNS(=O)(=O)Cc3ccccc3)c2c1	x	-19	-3	0	-5.2	1	0.0	10
CC(C)NC(=O)N(C)C[C@H]1Oc2cc(C3=CCCCC3)ccc2S(=O)(=O)N([C@H](C)CO)C[C@@H]1C	-0.6	11	-4	0	-0.9	-2	-0.4	-5
COc1ccc(N(CC(=O)NCc2cccs2)S(=O)(=O)c2c(C)nn(C)c2C)cc1	0.0	-8	-1	-5	-0.5	1	0.2	12
O=C(COC(=O)c1c(F)cccc1Cl)NC1CCCC1	0.6	0	6	0	-0.9	4	-0.1	-18
O=C(CSc1ccc(Br)cc1)NCC(c1cccs1)N1CCOCC1 (stereo not drawn)	-0.8	-42	0	1	1.2	-95	0.1	-16
C[C@H]1[C@H](c2ccccc2)Oc2cccc(NCCc3ccccc3)c2S(=O)(=O)N1Cc1cccc(Cl)c1	x	-6	x	8	0.4	-5	0.0	10
CC(C)C(=O)Nc1cccc(COc2ccccc2CN(Cc2ccccc2)C(=O)OC(C)(C)C)c1	5.2	-9	-16	-2	0.3	0	0.4	-8
COC(=O)c1ccc(COC(=O)CNS(=O)(=O)c2ccc(C)cc2)cc1	x	-14	x	3	-1.8	1	0.3	-59
CC(C)NC(=O)Nc1ccc2c(c1)CC(=O)N([C@H](C)CO)C[C@@H](C)[C@H](CN(C)C(=O)Nc1ccc3c(c1)OCO3)O2	-0.3	7	4	14	1.2	x	-1.0	17
O=C(CCN1CCC(c2ccc(Cl)s2)=N1)c1ccc(Cl)s1	x	-25	9	1	-0.5	-4	-0.1	-4
Cc1cccc(C(=O)N[C@H](C(=O)Nc2ccc3c(c2)OCO3)C(C)C)c1	1.7	-1	0	-3	0.2	1	0.0	-18
CO[C@H]1CN(C)C(=O)c2ccc(NS(=O)(=O)c3cn(C)cn3)cc2OC[C@@H](C)NC[C@@H]1C	-0.2	10	x	18	-0.7	2	0.0	-1
Cc1ccccc1S(=O)(=O)/N=C(/c1ccccc1)N(C)C	x	-9	5	1	0.1	1	0.0	16
C[C@H](CO)N1C[C@H](C)[C@@H](CN(C)Cc2ccc3c(c2)OCO3)OCc2cnnn2CCCC1=O	0.1	-21&-2	3&1	-14&-5	-0.7&-2.1&0.9	3&-1	0.0&-0.3	39&-2
O=C1c2cc(O)c(O)cc2OC(c2ccc(O)c(O)c2)C1O (stereo not drawn)	-0.8	-8	x	1	-0.2	55*	0.2	11
COC(=O)c1cccc(NC(=O)CCN2C(=O)NC(C)(C)C2=O)c1	-2.0	2	0	8	-1.3	1	0.0	5
CC(=O)Nc1sc2c(c1C(c1ccccc1Cl)N1CCN(CCO)CC1)CCCC2 (stereo not drawn)	0.0	-6	-1	13	-0.1	-3	0.1	-20
C[C@@H]1CN([C@@H](C)CO)C(=O)Cc2cc(NC(=O)Nc3cccc4ccccc34)ccc2O[C@@H]1CN(C)C(=O)Nc1ccc(F)cc1	1.4	-7	2	-9	-1.0	-1	0.1	-3
O=C(CCc1ccccc1)Nc1nccs1	x	0	9	3	4.0	-3	0.6	7
CCCc1cc(=O)n2[nH]c(NC(=O)c3ccco3)nc2n1	0.1	9	-11	0	2.9	0	0.0	6
COc1ccc(Cc2nnc(NC(=O)C(C)(C)C)s2)cc1	x	-11	x	4	-2.8	-2	0.1	-3
CC(=O)N1CCc2c(sc(NC(=O)CN3C(=O)c4ccccc4C3=O)c2C(N)=O)C1	0.0	-50	6	12	3.5	9	0.1	6
O=C(CCNC(=O)c1ccccc1)NCCc1ccc(Cl)cc1	x	12	0	0	-1.3	-3	-0.1	5
CC(NC1CCN(Cc2ccccc2)CC1)c1ccc(F)cc1 (stereo not drawn)	0.0	-1	5	0	-0.8	-10	0.0	0
O=C(Nn1c(-c2ccncc2)nc2ccccc2c1=O)c1ccccc1Br	114*	-3	x	-3	-0.5	4	0.0	3
CCN(CC)S(=O)(=O)c1ccc(C(=O)Nc2cc(S(=O)(=O)N3CCOCC3)ccc2O)cc1	-0.1	-298	-24	6	0.1	0	0.0	-8
CN1C(=O)N2CN(C3CCCCC3)CN3C(=O)N(C)C1C23 (stereo not drawn)	x	-8	12	5	2.7	3	x	7
Cn1c(Cn2c(=O)sc3ccccc32)nnc1SCC(=O)N1CCOCC1	0.7	0	-5	-1	-0.4	-2	0.1	-6
O=C(CSc1nc2c(cnn2-c2ccccc2)c(=O)[nH]1)NCC1CCCO1 (stereo not drawn)	-0.3	-8	-4	6	0.4	2	0.2	25
O=C(C[C@@H]1C[C@@H]2c3cc(NC(=O)c4ccc5c(c4)OCO5)ccc3O[C@@H]2[C@@H](CO)O1)NCc1cccc(F)c1	-0.4	-9	5	1	1.3	-6	0.3	-1
CCC(=O)N1[C@H](CO)[C@H](c2ccc(-c3ccccc3)cc2)[C@H]1CNC(=O)C1CC1	0.1	-23	x	-10	2.8	1	0.1	7
COc1ccc(S(=O)(=O)N(C)C[C@@H]2OCCCC[C@H](C)Oc3ccc(NC(=O)Nc4ccc(F)cc4)cc3C(=O)N([C@H](C)CO)C[C@H]2C)cc1	0.6	14	-16	-2	0.0	3	0.0	-32
C=CCn1c(SCCC(=O)O)nc2c1c(=O)n(C)c(=O)n2C	x	-5	x	8	-1.1	1	x	5
COc1ccccc1S(=O)(=O)N(C)C[C@@H]1Oc2ncc(-c3ccc(C)cc3)cc2C(=O)N([C@@H](C)CO)C[C@H]1C	0.0	2	3	14	-0.8	4	-0.2	-25
CS(=O)(=O)N1CC(=O)N2[C@H](C1)[C@@H](c1ccc(C#CC3CCCC3)cc1)[C@@H]2CO	-0.8	-5	x	-2	-0.2	x	0.5	21
CCOC(=O)c1ccc(S(=O)(=O)N2CCN(CC(O)COc3cccc(C(C)=O)c3)CC2)cc1 (stereo not drawn)	0.0	-14	-14	-3	-0.5	0	0.0	-12
COc1ccc(S(=O)(=O)N2CCOC2CNC(=O)C(=O)NCC(C)C)cc1OC (stereo not drawn)	x	-11	3	-16	0.4	0	0.2	41
Cc1ccccc1OCCOC(=O)c1c(-c2ccccc2)noc1C	x	-7	-4	-4	3.1	9	0.5	-11
COc1cc(C(=O)NCc2ccncc2)cc(Br)c1OCc1ccccc1	0.0	-27	10	1	0.1	1	0.4	5
C[C@H](CO)N1C[C@H](C)[C@H](CN(C)C(=O)Nc2ccc(F)cc2)OCCCC[C@H](C)Oc2ccc(NC(=O)c3ccncc3)cc2C1=O	-0.1	-8	-4	19	1.9	0	0.2	-2
CCCN1CCN(c2ccc([N+](=O)[O-])cc2C#N)CC1	x	2	x	-5	1.8	-2	0.0	8
CC1=C(CC/C(C)=N/NC(N)=S)C(C)(C)CCC1	x	5	-1	-3	4.8	3	x	11
CCOC(=O)[C@@H]1CSCCS(=O)(=O)N1Cc1ccccc1Br	0.2	3	0	-3	4.2	11	0.5	-13
Cn1c(/C=N/n2cnnc2)nc2ccccc21	x	-7	2	x	1.7	2	x	30
Cc1cccc(-c2ccc([C@H]3[C@H]4CN(C(=O)c5cccnc5)CCCCN4[C@H]3CO)cc2)c1	-0.1	6	-3	-5	-1.9	-2	0.1	-8
COc1ccc(NC(=S)NCC2CCCO2)c(C)c1 (stereo not drawn)	x	0	x	x	4.9	-6	0.0	x
CC(C)NC(=O)Nc1ccc2c(c1)CC(=O)N([C@@H](C)CO)C[C@@H](C)[C@H](CN(C)Cc1ccc3c(c1)OCO3)O2	6.3	0	-11	-3	-3.6	-5	0.0	-3
CC(NC(=S)NC(=O)c1ccccc1Br)c1ccccc1 (stereo not drawn)	0.0	-17	-1	1	-2.3	-2	0.3	x
CO[C@H]1CN(C)C(=O)c2cc(NS(=O)(=O)c3ccccc3)ccc2OC[C@H](C)N(Cc2nccs2)C[C@H]1C	-0.1	-1	-5	4	-0.8	-2	-0.2	-13
O=C1NC(=O)C(Cc2ccccc2)(c2ccccc2)N1 (stereo not drawn)	-0.2	-7	3	4	0.7	-4	0.4	9
C[C@H](CO)N1C[C@H](C)[C@H](CN(C)Cc2ccc(Cl)c(Cl)c2)Oc2ccc(NC(=O)Nc3ccc(C(F)(F)F)cc3)cc2C1=O	0.6	-12	-7	11	0.6	-2	-1.2	-16
O=C(O)c1cccc(Oc2ccc(C(=O)O)c([N+](=O)[O-])c2)c1	-0.5	-23	-2	0	2.0	-3	0.0	-4
CN(CC(=O)Nc1cccc(F)c1)C(=O)c1ccc2c(c1)OCCO2	1.1	-10	7	-6	0.6	-10	-0.1	20
O=C(C1CCC1)N1CC2(C1)[C@H](c1ccccc1)[C@H](CO)N2C(=O)NC1CCCC1	-0.1	4	x	3	2.3	1	-0.1	5
N/C(=N\OC(=O)COc1ccc(Cl)cc1Br)c1cccnc1	x	-14	x	3	1.0	1	0.2	11
COc1ccc(C(=O)N/N=C(\N)c2cc3ccccc3oc2=O)cc1	x	-12	-1	1	1.9	3	0.1	-6

Not a hit list, and some 3.7% of all compounds hit somewhere here.
